Source: PubChem BioAssay
Rtt109 HAT inh – blocks Candida albicans Rtt109/Vps75 acetyltransferase activity; actives 0.16% (n = 330,000); purified Rtt109/Vps75, ThioGlo CoA-SH fluorescence, 4 h; inhibition, % at 34.9 µM; Q5AAJ8; AID 540336;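 active = inhibition of at least 50% in every replicate; inconclusive = best replicate reaches 50% inhibition but some replicates fall short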
PfHsp90 set2 – reduces growth (ATP signal) of yeast expressing P. falciparum Hsp90; S. cerevisiae expressing PfHsp90, BacTiter-Glo ATP, 48 h; yeast lacking PDR1 and PDR3 efflux regulators; inhibition, % at 9.4 µM; actives 0.32% (n = 310,000);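 active = every replicate shows inhibition above about 80%, whatever the replicate mean, limit read from the data; inconclusive = mean inhibition reaches the set limit but some replicate falls short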;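 also: 0% = DMSO neutral controls and 100% = 20 µM radicicol positive controls; yeast relying on Plasmodium falciparum Hsp90 in place of its own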
RTF Ca sens inh – cardiac RTF calcium desensitization | P19429+P45379 | IANBD-labeled cardiac RTF, Ca2+ fluorescence | inhibition, % at 7.15 µM | actives 0.12% (n = 340,000);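 active = inhibition above the mean inhibition of all tested compounds plus 3 SD, cut at about 17% in these data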;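 also: assay run at fixed EC70 calcium of 1.6 mM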
Keap1-Nrf2 PPI – inhibitors of human Keap1-Nrf2 protein-protein interaction. Keap1 Kelch-Nrf2 peptide fluorescence polarization, 1536-well. inhibition, % at 9.4 µM. Q14145. AID 504523. actives 0.15% (n = 340,000); in the data active = inhibition above about 12%; inconclusive = no clear call, values can overlap the other calls; inactive = below about 7.3%;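 also: human Keap1 Kelch domain with fluorescein labeled Nrf2 9mer peptide probe; 0% = neutral control wells and 100% = peptide positive control; higher means more block of Keap1 binding to Nrf2 peptide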
PvdQ acylase – blocks Pseudomonas aeruginosa PvdQ acylase activity. inhibition, % at 10 µM. purified PvdQ acylase, fluorescence plate reader. AID 488965. actives 0.063% (n = 340,000); in the data active = inhibition above about 30%, passing the limit was not always enough; inconclusive = no clear call, values can overlap the other calls;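 also: 0% = vehicle neutral wells and 100% = reference inhibitor wells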
CDK5 inh – blocks human CDK5/p35 kinase activity; inhibition, % at 10 µM; AID 488839; actives 0.01% (n = 330,000); Recombinant CDK5/p35, ADP-Glo luminescence, 60 min; Q00535+Q15078;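 active = highest replicate inhibition of at least 50% and at least 75% of replicates reaching 50%; inconclusive = only one of the two criteria met; inactive = both criteria failed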;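 also: plate controls were DMSO neutral control for no effect and GW8510 at 10 µM for full effect; many of its hits are not listed in these tables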
NSD2 HMT inh – NSD2 (human) methyltransferase inhibition; actives 0.54% (n = 310,000); NSD2 peptide methylation, AlphaScreen, 120 min; inhibition, % at 12.5 µM; O96028; AID 743445; in the data active = inhibition above about 50%
Target sequence (O96028 whole entry, looked up): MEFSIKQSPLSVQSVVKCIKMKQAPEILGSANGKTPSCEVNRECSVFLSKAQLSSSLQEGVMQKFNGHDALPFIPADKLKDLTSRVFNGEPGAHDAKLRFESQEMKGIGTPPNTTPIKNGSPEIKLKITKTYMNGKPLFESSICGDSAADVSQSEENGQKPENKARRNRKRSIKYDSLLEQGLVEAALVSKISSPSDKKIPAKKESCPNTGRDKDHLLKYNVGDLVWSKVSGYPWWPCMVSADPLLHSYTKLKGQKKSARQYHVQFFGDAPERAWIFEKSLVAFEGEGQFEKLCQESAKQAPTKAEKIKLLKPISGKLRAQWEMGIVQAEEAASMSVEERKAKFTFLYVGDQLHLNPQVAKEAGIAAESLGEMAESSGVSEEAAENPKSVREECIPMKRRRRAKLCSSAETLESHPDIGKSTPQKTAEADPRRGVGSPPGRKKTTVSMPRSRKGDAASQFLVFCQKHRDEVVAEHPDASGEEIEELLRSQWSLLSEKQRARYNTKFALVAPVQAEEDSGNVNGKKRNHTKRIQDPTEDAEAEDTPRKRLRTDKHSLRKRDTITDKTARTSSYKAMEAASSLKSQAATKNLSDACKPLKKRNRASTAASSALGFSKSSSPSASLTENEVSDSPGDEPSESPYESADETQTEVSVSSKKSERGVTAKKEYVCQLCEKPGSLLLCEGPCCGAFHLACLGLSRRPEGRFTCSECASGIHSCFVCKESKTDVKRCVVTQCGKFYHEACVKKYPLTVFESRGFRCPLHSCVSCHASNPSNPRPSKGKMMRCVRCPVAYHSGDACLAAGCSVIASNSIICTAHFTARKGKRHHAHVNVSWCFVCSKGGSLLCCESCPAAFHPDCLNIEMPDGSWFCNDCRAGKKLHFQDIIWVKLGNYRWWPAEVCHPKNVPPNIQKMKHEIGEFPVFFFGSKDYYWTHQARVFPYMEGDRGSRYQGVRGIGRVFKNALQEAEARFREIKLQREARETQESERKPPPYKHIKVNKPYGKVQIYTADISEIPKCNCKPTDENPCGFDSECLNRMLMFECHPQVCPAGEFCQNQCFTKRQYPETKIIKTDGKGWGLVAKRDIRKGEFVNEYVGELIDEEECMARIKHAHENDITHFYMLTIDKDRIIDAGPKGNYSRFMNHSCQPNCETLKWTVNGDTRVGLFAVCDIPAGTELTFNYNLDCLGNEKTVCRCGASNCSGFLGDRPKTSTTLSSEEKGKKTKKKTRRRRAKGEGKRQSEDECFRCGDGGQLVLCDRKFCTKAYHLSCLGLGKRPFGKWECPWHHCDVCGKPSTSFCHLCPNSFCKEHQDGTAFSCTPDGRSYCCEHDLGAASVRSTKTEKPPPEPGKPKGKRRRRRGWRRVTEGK
RTF Ca sens act – cardiac RTF calcium sensitization; P19429+P45379; IANBD-labeled TnC RTF fluorescence at EC20 calcium; 0% EC20 calcium, 100% full calcium; activation, % at 7.2 µM; actives 0.24% (n = 340,000); AID 493008;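 active = activation above the mean over all tested compounds plus 3 SD, cut at about 30% in these data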;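 also: rise in fluorescence read as greater calcium sensitivity of cardiac thin filaments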
SUMO Mot1 rescue – inhibitors of SUMOylation pathway: yeast Mot1-301 growth rescue | S. cerevisiae Mot1-301 growth rescue, ATP luminescence, 38.5C; percent above DMSO median, 100 means doubled | growth rescue, % at 18.8 µM | actives 1% (n = 320,000);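 active = every valid replicate shows activation above 250% relative to neutral control wells; inactive = the rest, any valid replicate at or below 250%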;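 also: OY570 slx delta 5 strain wells were the positive control but not used for scaling; some compounds called inactive have numbers as strong as hits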
dFosB activator – activators of mouse delta FosB homodimer. purified delta FosB, TAMRA-CDK5 oligo fluorescence polarization; percent of positive-control signal above neutral wells. AID 493131. actives 0.99% (n = 340,000). activation, % at 25 µM;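 active = mean activation above about 17%, with every replicate also reaching it, limit read from the data, passing the limit was not always enough; inconclusive = only one of the two conditions met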;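 also: fluorescence polarization rise as delta FosB binds a TAMRA Cdk5 AP-1 oligo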
C-LANA FP – inhibitors of KSHV LANA C-terminal domain DNA binding | MBP-C-LANA/FAM-LBS DNA binding, fluorescence polarization | inhibition, % at 9 µM | actives 0.078% (n = 340,000) | AID 504423;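 active = highest replicate inhibition at or above 60% at 9 µM, even if other replicates fall short; inactive = all replicates below 60% inhibition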;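 also: 0% = neutral control wells and 100% = 4 µM acridine orange control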
* marks the source's active call; other numbers are inactive results; ? = inconclusive; / = not tested or not shown; + = active, no number. Not all compounds are listed. The share of hits here may be higher or lower than overall.

Order of results – Rtt109 HAT inh	PfHsp90 set2	RTF Ca sens inh	Keap1-Nrf2 PPI	PvdQ acylase	CDK5 inh	NSD2 HMT inh	RTF Ca sens act	SUMO Mot1 rescue	dFosB activator	C-LANA FP
[1] O=Cc1cn(Cc2cccc(F)c2)c2ccccc12
→ -3	-52	-1	-8	-4	-4.6	1	9	-30	-3	-2.0
[2] Cc1ccc(-c2nc(N(C)C3CCN(C)CC3)c3ccccc3n2)cc1
→ ?	7	3	2	2	-0.9	/	-4	-3	-16	-0.7
[3] COC(=O)C1=C(c2ccc(S(C)(=O)=O)cc2)C[C@@H]2CC[C@H]1N2C(=O)NCCO
→ 17	-13	2	1	9	3.9	/	-5	10	4	0.9
[4] Cc1cccc(N=Cc2c(O)n(C)c(=O)n(C)c2=O)c1
→ -3	-14	-1	0	6	-1.3	-2	10	-9	-8	2.1
[5] Cc1ccsc1CNCCc1ccc(F)cc1
→ 4	-10	5	0	6	-0.1	2	-4	-4	1	1.7
[6] O=C(NCNC(=O)NC1C(=O)NC(=O)N1CO)NC1C(=O)NC(=O)N1CO (stereo unspecified)
→ 2	-9	8	-2	7	-0.4	/	1	-11	-6	-0.8
[7] CC(C)N(CC#CCC1(O)c2ccccc2-c2ccccc21)C(C)C
→ -1	-28	-2	-9	-20	-2.1	1	3	2	-7	-0.1
[8] O=C(Nc1ccc(F)cc1F)c1cccnc1Oc1cccc(C(F)(F)F)c1
→ -4	-41	-2	5	-12	-0.1	-2	-2	1	-1	-0.7
[9] O=C(Cc1ccccc1)N1CCN(CCCc2ccccc2)CC1
→ -2	-4	-7	3	-12	0.5	4	-5	20	1	-2.4
[10] Nc1nonc1OCCCCOc1nonc1N
→ -9	-20	-12	0	-15	1.6	-3	-2	-3	-6	-0.5
[11] Fc1ccc(C2N3CCCN23)cc1 (stereo unspecified)
→ -2	0	-5	6	-8	-2.2	-3	4	-19	3	-1.4
[12] Cc1ccc(-n2c(O)c(C=NC3CCCC3)c(=O)[nH]c2=O)c(C)c1
→ 6	24	-4	4	-16	0.2	1	-2	-5	-3	0.6
[13] O=[P+](Cc1ccccc1)Cc1ccccc1
→ 9	13	-9	-2	-8	-1.1	-1	0	12	5	2.8
[14] CCCCn1c(O)c(C(CC)=NCCc2ccccc2)c(=O)[nH]c1=O
→ 14	-25	0	-7	-16	0.1	-1	-1	-12	-12	0.6
[15] O=C1/C(=C/c2ccncc2)N2CCC1CC2
→ -5	19	-13	-5	-6	1.1	/	0	51	-6	-0.2
[16] CC(=O)OC1CC[C@@]2(C)C(=CC(=O)C3C4CCC(OC(C)=O)[C@@]4(C)CCC32)C1 (stereo partly specified)
→ -10	-14	3	2	-6	0.8	-3	-7	-8	-3	1.1
[17] CCN1C[C@]2(CO)CC[C@H](OC)[C@@]34C2[C@H](OC)[C@@](O)(C13)[C@@]1(O)C[C@H](OC)[C@H]2C[C@@H]4[C@@H]1[C@H]2OC
→ 6	9	-13	-2	-13	0.4	57*	1	3	-1	1.9
[18] O=C(C1CCN(S(=O)(=O)N2CCOCC2)CC1)N1CCC2(CC1)OCCO2
→ -2	22	-7	-5	-10	-1.0	5	-4	-21	-8	-0.9
[19] COc1ccc(OC)c(CN2CCN(C(=O)COc3cccc(C)c3)CC2)c1
→ -10	-7	10	-2	-11	1.6	-4	0	-5	-12	-3.1
[20] C[N+]1=C(/C=C/Nc2ccccc2)C(C)(C)c2ccccc21
→ -4	4	-11	7	6	-0.7	3	2	26	23*	4.0
[21] C[C@@H]1CN(C2CCC(C#N)(c3ccc(F)cc3)CC2)CC[C@]1(C(=O)O)c1ccccc1 (stereo partly specified)
→ -2	12	-10	-8	-10	-0.2	/	0	46	2	0.3
[22] COc1ccccc1-n1c(O)c(/C=N/N2CCCCC2)c(=O)n(-c2ccccc2OC)c1=S
→ 1	-8	3	-2	-2	0.5	1	4	-4	-3	-2.0
[23] CC(C)OC12Oc3ccccc3C=C1N1CCC2CC1 (stereo unspecified)
→ -9	0	7	3	-3	1.1	1	-1	62	4	0.3
[24] CC(C)n1c(=O)c(C=Nc2ccc(S(N)(=O)=O)cc2)c(O)n(Cc2ccco2)c1=O
→ 5	0	-11	-8	10	-2.5	67*	10	6	-9	0.5
[25] O=C1NC(=O)C(=Cc2ccc3ccccc3c2)C(=O)N1
→ -2	-9	-2	-1	7	0.5	1	-1	14	-2	-1.1
[26] COc1cccc(-c2nc(CS(=O)CC(=O)N3CCC4(CC3)OCCO4)c(C)o2)c1 (stereo unspecified)
→ -5	/	-7	0	-10	-1.1	-2	0	-16	3	-0.1
[27] COc1ccccc1CCNCc1ccc(OC)c(OC)c1OC
→ -16	-4	3	0	5	-4.6	2	2	3	0	0.6
[28] C/C(=N\NC(=O)c1ccccc1O)c1c(O)n(Cc2ccccc2)c(=O)[nH]c1=O
→ 19	23	-21	-3	-8	-4.5	-11	4	-13	-7	0.3
[29] Cc1ccc(-c2ccc(=O)n(CC(=O)N3CCC4(CC3)OCCO4)n2)cc1
→ 13	6	-2	1	4	0.5	-2	-1	-15	-8	1.1
[30] Cc1c(O)ccc(C(=O)CN2CC(C)OC(C)C2)c1O (stereo unspecified)
→ 5	-5	-13	3	2	-1.2	-1	3	76	-4	3.3
[31] CC1=NN(c2ccccc2)C(=O)C1/C=C1\C(=O)NC(=O)N(c2cc(C)cc(C)c2)C1=O (stereo unspecified)
→ 3	7	7	-3	-9	0.0	7	-6	/	6	-0.4
[32] O=C(NC1CC1)c1cn(Cc2ccccc2)nc1-c1ccccc1
→ -10	/	-5	2	-12	-1.9	-6	1	/	0	0.3
[33] [N-]=[N+]=NCCN1CCC(O)CCC1=O (stereo unspecified)
→ -10	-3	-14	5	-10	2.7	/	4	+	-2	0.5
[34] CCC(C)C12CN3CCN(CC(C)(C3)C1O)C2 (stereo unspecified)
→ 1	12	4	-5	-5	-0.5	-5	-6	-10	2	0.8
[35] Cc1ccc2c(c1)C(c1ccccc1)=NCC(=O)N2
→ -2	31	-1	-5	-22	-2.9	-1	2	-4	-3	-1.3
[36] CCc1ccc(NC(=O)CCNC(=O)N2C[C@H]3C[C@@H](C2)c2cccc(=O)n2C3)cc1
→ -4	2	7	3	-10	-1.0	/	3	-1	0	3.0
[37] COC(=O)C1=C(c2ccc(C(C)=O)cc2)C[C@@H]2CC[C@H]1N2C(=O)N1CCC(O)(c2ccc(Cl)cc2)CC1
→ 0	17	-1	3	0	0.4	/	-5	1	-11	-0.9
[38] OC(CN1CCC(c2c[nH]c3ccccc23)CC1)C(F)(F)F (stereo unspecified)
→ 9	-23	-1	-8	-13	1.1	8	-2	127	-3	1.6
[39] O=C(c1ccccc1)C(O)(CN1CCCCC1)c1ccccc1 (stereo unspecified)
→ 0	8	2	-3	-3	1.1	1	-2	/	-2	0.7
[40] Cc1cc(NC(=O)CCl)no1
→ 11	52	-5	/	6	-0.7	0	-1	10	-3	/
[41] COP(=S)(OC)c1c(C)nn(CCC#N)c1NC(=O)c1ccc(Cl)cc1
→ -6	2	-3	-3	-7	-2.9	-8	6	25	-6	-0.1
[42] Cc1ccc(N)c(C(=O)c2ccccc2)c1
→ 4	-8	-5	2	-9	0.4	-3	5	0	-2	2.7
[43] CC(NS(=O)(=O)OCC(Cl)(Cl)Cl)c1ccccc1 (stereo unspecified)
→ -2	3	-4	-2	2	0.6	/	10	-19	7	2.0
[44] Cn1c(=O)c2c(ncn2CCCl)n(C)c1=O
→ -2	-1	-2	-2	-11	-0.8	/	15	15	-4	-0.2
[45] O=C(O)c1ccc(NC(=O)N2C[C@H]3C[C@@H](C2)c2cccc(=O)n2C3)cc1
→ -6	-12	6	-4	-8	-0.2	/	1	-11	5	1.5
[46] Cc1ccccc1NC(=NCCCN1CC1)Nc1ccccc1C
→ -3	14	-18	-3	-22	6.7	44	-4	/	-24	-6.5
[47] CCc1ccc(N2C(=O)NC(=O)/C(=C\C=C\c3ccco3)C2=O)cc1
→ 3	7	-24	-9	-9	-4.2	54*	5	22	-20	-0.1
[48] Nc1ccccc1C(=O)OCC(=O)Nc1ccc(Br)cc1F
→ -11	5	-2	-3	-17	-5.3	-1	0	-1	11	-0.2
[49] CCOc1ccc(NC(=O)N2C[C@H]3C[C@@H](C2)c2cccc(=O)n2C3)cc1
→ -6	-15	4	1	-12	-1.3	/	2	325	0	-5.6
[50] CN(C)c1cc[n+](CC(O)C[n+]2ccc(N(C)C)cc2)cc1
→ -18	3	-14	4	2	-0.4	/	-1	-23	1	0.2
[51] CCc1cccc2c(C#N)cn(CC(=O)N3CCOCC3)c12
→ 11	-35	-5	-5	-12	-0.6	-4	2	-13	1	1.1
[52] COC(=O)C1=C(c2c(C)noc2C)C[C@@H]2CC[C@H]1N2C(=O)N1CCOCC1
→ -7	10	1	-4	-10	-0.9	/	-6	-13	4	5.5
[53] N=C1c2ccccc2CN1c1ncccn1
→ 15	6	-12	-1	7	3.4	1	-3	-1	-2	0.2
[54] COC(=O)C1=C(c2ccccc2)C[C@@H]2CC[C@H]1N2C(=O)NCC1CC1
→ 2	11	-8	0	8	-0.8	/	-8	-7	-2	1.9
